# Compound activity from PubChem.
# KCNQ1 inh – blocks the human KCNQ1 potassium channel; P51787; CHO-K1 KCNQ1, FluxOR thallium flux fluorescence; active compounds read high; B-score at 10 µM; 1.3% of 310,000 active; AID 2642;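 active = compounds whose thallium flux B-score, printed positive for inhibition, exceeds three library SD while starting fluorescence stays within three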;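 also: channel opened by potassium depolarization with thallium stimulus after 20 min compound exposure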
# KCNK9 inh – blocks the human KCNK9 two-pore domain potassium channel; 1.2% of 310,000 active; AID 488922; B-score at 10 µM; Q9NPC2; HEK293 KCNK9, FluxOR thallium flux fluorescence; active compounds read low;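 active = ratio B-score over 3 SD below the library mean, with starting fluorescence within 5 SD of its mean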;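 also: negative B-score means less thallium flux so channel inhibition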
# KCNK3 block – human KCNK3 channel inhibition, primary screen; 0.84% of 340,000 active; B-score at 10 µM; O14649; CHO-KCNK3 thallium flux, FluxOR fluorescence; active compounds read low; AID 602410;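 active = B-score under library mean minus 4 SD, starting fluorescence ratio at most library mean plus 5 SD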;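 also: more negative B-score means stronger inhibition of thallium flux through KCNK3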
# SKKanGAS inh – SKKanGAS growth inhibition. 1.3% of 300,000 active. inhibition, % at 7.5 µM. S. pyogenes SKKanGAS, kanamycin growth, BacTiter-Glo, 6 h;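 active = mean replicate score, as percent of positive control median, at least 50; inconclusive = mean below 50 but one replicate at or above 50; inactive = mean and every replicate below 50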;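 also: strain carries kanamycin resistance gene driven by streptokinase promoter and grows in 40 µg/ml kanamycin; loss of luminescence reflects streptokinase promoter inhibition or plain growth inhibition; 0% = median of DMSO wells and 100% = positive control at its reference dose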
# hERG protect – compounds protecting human hERG from proarrhythmic drug block; CHO-hERG, FluxOR thallium flux, dofetilide IC70 present; 0.51% of 310,000 active; Q12809; activation (rescue from dofetilide block), less the hit threshold, % at 10 µM; AID 1511;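 active = activation above the mean of controls blocked by dofetilide plus 5 SD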;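 also: thallium influx through hERG after potassium depolarization seen as dye fluorescence rise; in these data hits start at about 4.7%; inactives centre near -7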
# KCNQ1 act – human KCNQ1 channel potentiation or activation. P51787. CHO-K1 KCNQ1, thallium flux FluxOR fluorescence; active compounds read high. B-score at 10 µM. 0.35% of 310,000 active. AID 2648;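 active = fluorescence ratio B-score, a plate-corrected score, at least three library SD, with initial intensity B-score within 5 SD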
#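 System: CHO-K1 cells stably expressing KCNQ1 / Medium: assay buffer for compound exposure, DMSO matched across wells / Reagent: thallium- and potassium-containing depolarizing buffer / Compound: one concentration, matched DMSO / Incubation: 20 min compound pretreatment at room temperature / Measured by: kinetic FluxOR fluorescence, 10 s baseline plus 110 s post-stimulus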
# HDAC3 inh – human HDAC3 inhibition; O15379; recombinant HDAC3, fluorogenic peptide/trypsin coupled, fluorescence; inhibition, % at 8.3 µM; 0.15% of 320,000 active; AID 2718; in the data active = inhibition above about 26%, passing the limit was not always enough; inconclusive = no clear call, values can overlap the other calls
# RGS4 pot – RGS4 potentiation or activation | 0.92% of 310,000 active | B-score at 10 µM | HEK293 M3R/inducible RGS4, carbachol calcium flux Fluo4; active compounds read low;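 active = B-score of the integrated calcium signal more than 4 SD below the library mean, with starting fluorescence not abnormally high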;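 also: negative B-score means reduced calcium response which marks RGS4 activation or potentiation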
#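 System – HEK293 FlpIn-TREx cells, stable M3R, doxycycline-inducible RGS4 · Reagent – ECmax carbachol challenge · Times – compound preincubation 20 min at room temperature before agonist · Technique – Fluo4 fluorescence kinetic imaging of calcium · Measure – B score of integrated Fluo4 ratio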
# TMEM16A inh – inhibitors of mouse TMEM16A calcium-activated chloride channel; Q8BHY3; HEK293 TMEM16A/YFP iodide influx fluorescence, ionomycin; normalized B-score (activity score, 25-100; higher = stronger inhibition) at 10 µM; 1.2% of 310,000 active; AID 588511;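 active = ratio plate-corrected score three or more library SD toward inhibition, starting fluorescence score within five deviations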;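 also: score derived from kinetic fluorescence span divided by baseline fluorescence per well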
# Target sequence (Q8BHY3 whole entry, looked up): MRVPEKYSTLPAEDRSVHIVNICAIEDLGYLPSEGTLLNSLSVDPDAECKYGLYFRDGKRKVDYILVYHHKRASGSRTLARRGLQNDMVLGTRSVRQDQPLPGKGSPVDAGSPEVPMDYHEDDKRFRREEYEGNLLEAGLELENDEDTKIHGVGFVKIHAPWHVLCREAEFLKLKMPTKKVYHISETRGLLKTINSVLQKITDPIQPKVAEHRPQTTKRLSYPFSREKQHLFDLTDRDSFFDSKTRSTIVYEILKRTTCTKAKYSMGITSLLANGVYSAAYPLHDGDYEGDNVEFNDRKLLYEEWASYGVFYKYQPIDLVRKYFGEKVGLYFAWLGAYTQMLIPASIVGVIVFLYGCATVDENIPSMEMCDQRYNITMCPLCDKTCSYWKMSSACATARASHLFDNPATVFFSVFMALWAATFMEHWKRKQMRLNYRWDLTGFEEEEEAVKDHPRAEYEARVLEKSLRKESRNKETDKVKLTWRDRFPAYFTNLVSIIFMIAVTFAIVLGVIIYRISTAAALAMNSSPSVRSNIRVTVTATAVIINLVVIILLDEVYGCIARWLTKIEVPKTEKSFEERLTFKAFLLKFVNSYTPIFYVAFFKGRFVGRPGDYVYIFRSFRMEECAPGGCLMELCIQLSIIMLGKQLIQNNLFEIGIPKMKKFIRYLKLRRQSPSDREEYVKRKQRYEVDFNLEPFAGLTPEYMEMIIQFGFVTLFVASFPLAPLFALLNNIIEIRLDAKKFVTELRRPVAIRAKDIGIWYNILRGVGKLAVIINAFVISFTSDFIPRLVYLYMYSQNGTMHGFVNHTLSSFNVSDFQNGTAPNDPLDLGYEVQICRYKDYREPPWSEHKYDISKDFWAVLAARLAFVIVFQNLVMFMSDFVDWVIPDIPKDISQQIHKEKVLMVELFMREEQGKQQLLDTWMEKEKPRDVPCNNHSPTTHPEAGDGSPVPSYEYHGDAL
# TMEM16A act – activates or potentiates the mouse TMEM16A chloride channel. Q8BHY3. HEK293 TMEM16A/YFP-H148Q/I152L, iodide quench fluorescence; active compounds read low. B-score at 10 µM. 0.3% of 340,000 active;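 active = fluorescence-ratio B-score plate-corrected deviation score at least 3 library SD below zero, with starting fluorescence score within 5 deviations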;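 also: channel opened by trigger with iodide after compound preincubation; score built on the fluorescence ratio of max minus min over baseline; more negative score means more quench and so TMEM16A activation or potentiation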
# RGS4 block – human RGS4 inhibition; P49798; AID 463165; HEK293 M3R/RGS4 inducible, Fluo-4 calcium flux; active compounds read high; triggered by carbachol at its EC20; B-score at 10 µM; 0.45% of 310,000 active;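 active = B-score, a plate-corrected calcium signal, over three deviations above library mean, with baseline fluorescence within five deviations of library mean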;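 also: RGS4 expression induced by doxycycline in cells with stable M3 receptor; B-score is computed from the integrated fluorescence ratio over baseline after carbachol; higher B-score means a larger calcium signal and so more RGS4 inhibition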
# An asterisk follows results filed as active; i = inactive; ? = inconclusive; nt = not tested or not shown.
SMILES,KCNQ1 inh,KCNK9 inh,KCNK3 block,SKKanGAS inh,hERG protect,KCNQ1 act,HDAC3 inh,RGS4 pot,TMEM16A inh,TMEM16A act,RGS4 block
COc1cc(CC(=O)OCn2nnc3ccccc3c2=O)cc(OC)c1OC,i,i,i,-11.7,-11.3,i,2.8,i,i,i,i
CCCC(=O)N1CCN(c2nc3ccc(Cl)cc3s2)CC1,i,i,i,-5.3,-11.0,i,-7.9,i,i,i,i
O=C(NC1CCCCC1)C1c2ccccc2C(=O)N1Cc1ccco1 (configuration not stated),i,i,i,1.1,-6.4,i,?,i,i,i,i
Cc1ccc(OCc2n[nH]c(=S)n2-c2ccc(C)cc2)cc1,i,i,i,-0.7,-7.0,i,5.0,i,i,i,i
Cc1ccc(S(=O)(=O)N(C)C)cc1NC(=O)c1cccnc1Oc1ccccc1,i,i,i,-1.8,-6.8,i,-4.3,i,i,i,i
COc1ccc(OC)c(/C=C(\NC(=O)c2ccccc2)C(=O)N/N=C/c2ccc(C)s2)c1,i,i,i,2.9,-2.4,i,1.6,i,i,i,i
COc1ccc(NC(=O)c2cccnc2SC)cc1OC,i,i,i,-0.5,-14.4,i,6.1,i,i,i,i
Cc1ccc(C(C#N)c2ccc(C(=O)c3ccc(F)cc3)cc2)cc1 (configuration not stated),13*,i,-8.76*,12.0,-13.7,i,2.2,i,25*,i,i
Cn1c(=O)[nH]c(NC2CCCCC2)c([N+](=O)[O-])c1=O,i,i,i,0.4,-1.1,i,1.5,i,i,i,i
CCCOc1ncnc2c1[nH]c1ccc(OC)cc12,i,i,i,0.3,-3.7,i,nt,i,i,i,i
CCCCn1c(SCC(=O)/C(C#N)=C(\C)N)nc2ccccc2c1=O,i,i,i,-11.5,-6.3,i,0.2,i,i,i,i
O=C(O)c1ccccc1C1Nc2ccccc2C(=O)N1CCCN1CCOCC1 (configuration not stated),i,i,i,-1.6,-10.5,i,-0.2,i,i,i,i
CCOC(=O)CSc1nnc(-c2ccc3ncccc3c2)n1C,i,i,i,11.7,-8.0,i,7.7,i,i,i,i
COc1ccc(C(=O)Nc2c(Cl)cc(Cl)cc2C(=O)N2CCC(C)CC2)cc1,i,i,i,-5.2,-11.3,i,-1.7,i,i,i,i
COC(=O)c1ccc(NC(=O)CSc2nc3ccccc3c(=O)[nH]2)cc1,i,i,i,5.7,-10.2,i,8.9,i,i,i,i
NC(=O)C1CCN(C2CC(=O)N(Cc3ccc(N4CCCC4=O)cc3)C2=O)CC1 (configuration not stated),i,i,i,-5.8,-7.1,i,0.6,i,i,i,i
CC(CNS(=O)(=O)c1ccccc1)(c1ccccc1)N1CCCCC1 (configuration not stated),i,i,i,-2.9,-11.3,i,nt,i,i,i,i
COc1ccc2ccccc2c1/C=N/NC(=O)c1nnn(-c2nonc2N)c1CN(C)C,i,i,i,-1.2,-3.3,i,-6.0,i,i,i,i
CCCNC(=O)COC(=O)c1cc(C)nc2ccccc12,i,i,i,18.8,-9.8,i,-2.8,i,i,i,i
CN(CCN1CCOCC1)C(=O)c1cc(COc2ccc(F)c(F)c2)on1,i,i,i,3.5,-7.0,i,-4.1,i,i,i,i
CCN1CCN(c2cc(C)nc(-c3ccccc3O)n2)CC1,i,i,i,-0.1,-10.3,i,0.1,i,i,i,i
Cc1cccc(NC(=O)C2=C(O)c3ccccc3N(C)S2(=O)=O)c1,i,i,i,11.6,-10.2,i,16.1,i,i,i,i
CCOC(=O)C1=C(N)Oc2c(oc(CO)cc2=O)C1c1ccc(F)cc1 (configuration not stated),i,i,i,2.0,-10.4,i,-3.8,i,i,i,i
O=C1CC(c2cccs2)c2ccc3ccccc3c2N1 (configuration not stated),i,i,i,-2.0,-10.7,i,-1.6,i,i,i,i
COc1cccc(OC)c1C(=O)NC(=O)Nc1c(C)cccc1C,i,i,i,5.0,-8.7,i,3.4,i,i,i,i
# Further results:
SMILES,KCNQ1 inh,KCNK9 inh,KCNK3 block,SKKanGAS inh,hERG protect,KCNQ1 act,HDAC3 inh,RGS4 pot,TMEM16A inh,TMEM16A act,RGS4 block
O=C(CN1C(=O)/C(=C/c2ccccc2F)SC1=S)NC1C=CS(=O)(=O)C1 (configuration not stated),i,i,i,-1.0,-6.4,i,2.5,i,i,i,i
NC(=O)C1CCN(C(=O)c2ccc([N+](=O)[O-])cc2NC(=O)c2cccs2)CC1,i,i,i,3.0,-10.6,i,0.3,i,i,i,i
CC(=O)N1CCN(CC(=O)Nc2cccc(S(=O)(=O)N3CCCCCC3)c2)CC1,i,i,i,5.0,-5.7,i,-4.3,i,i,i,i
COC(=O)CN1C(=O)COc2ccc(S(=O)(=O)NCc3ccccc3)cc21,i,i,i,-9.1,-6.4,i,-5.9,i,i,i,i
C[C@H](C(=O)C=[N+]=[N-])N1C(=O)c2ccccc2C1=O,i,i,nt,-3.6,-17.0,i,?,i,i,nt,i
CCOC(=O)c1c(NC(=S)NC(=O)c2ccco2)sc2c1CCCC2,i,i,i,-2.9,4.0,i,0.5,i,i,i,i
CCC(=O)c1ccc(OCC(=O)NCC2(N3CCCCC3)CCCCC2)cc1,i,i,i,-8.9,-11.1,i,0.8,i,i,i,i
CCN1C(Nc2ccccc2)=NC[C@@H]1C,i,i,i,5.4,-2.4,i,-9.5,i,i,i,i
CCNC(=O)c1cc(S(=O)(=O)N2CCSCC2)ccc1OC,i,i,i,1.2,-0.1,i,6.9,i,i,i,i
Cc1ccc(N(CC(=O)Nc2ccc(C)cn2)S(=O)(=O)c2c(C)nn(C)c2C)cc1,i,i,i,-5.2,-5.6,i,-5.2,i,i,i,i
O=C(Nc1cccc(C(=O)O)c1)/C(=C\c1ccco1)NC(=O)c1ccccc1,i,i,i,1.1,-2.8,i,7.1,i,i,i,i
O=C(CCCCl)NC(=S)Nc1ccc(CN2CCOCC2)cc1,i,i,i,-1.3,-4.5,i,3.0,i,i,i,i
COc1ccc(S(=O)(=O)NCC2CCCO2)cc1NC(=O)c1ccc(Cl)cc1 (configuration not stated),i,i,i,-4.9,-6.4,i,6.6,i,i,i,i
CC(C)CCNc1ncnc2c1nnn2Cc1ccccc1,i,i,i,-0.8,-1.6,i,7.9,i,i,i,i
Cc1ccc(NC(=O)C2CCN(S(=O)(=O)c3ccc4c(c3)NC(=O)CO4)CC2)cc1C,i,i,i,-1.6,-10.1,i,0.9,i,i,i,i
Cn1c(N)c(C(=O)COC(=O)C23CC4CC(CC(C4)C2)C3)c(=O)n(C)c1=O,i,i,i,7.1,-3.9,i,1.5,i,i,i,i
Cc1c(NC(=O)CN2C(=O)c3ccccc3S2(=O)=O)c(=O)n(-c2ccccc2)n1C,i,i,i,nt,-2.0,i,-6.6,i,i,i,i
COc1ccc(NC(=O)C2CC(=O)N/C(=N/N=C/c3ccccc3)S2)cc1 (configuration not stated),i,i,i,-2.3,-9.0,i,-0.9,i,i,i,i
COc1ccc(CCCc2nnc(SCC(=O)Nc3nccs3)n2C)cc1C,i,i,i,-2.0,-7.1,i,10.7,i,i,i,i
O=C(CCc1ccccc1)NC(=S)NCc1ccco1,i,i,i,-5.5,-4.5,i,0.5,i,i,i,i
Cc1cc(C(=O)CCC(=O)Nc2ncccc2O)c(C)s1,i,i,i,-2.6,-11.3,i,1.0,i,i,i,i
COc1ccc(CCNC(=O)c2c(C)nn(CC(C)C)c2Cl)cc1OC,i,i,i,-0.2,-2.3,i,-12.2,i,i,i,i
CCOC(=O)c1ccc(NC(=O)Cn2cnc3cc(C)c(C)cc32)cc1,7*,i,i,7.8,-15.2,i,-3.7,i,i,i,i
O=c1[nH]c2ccc(NC(=S)Nc3ccccc3Cl)cc2[nH]1,i,i,i,-8.8,-8.1,i,-1.5,i,i,i,i
CCN(CC)c1cc(Oc2ccccc2)ncn1,i,i,i,4.8,-15.9,i,4.1,i,i,i,i
# Next part
SMILES,KCNQ1 inh,KCNK9 inh,KCNK3 block,SKKanGAS inh,hERG protect,KCNQ1 act,HDAC3 inh,RGS4 pot,TMEM16A inh,TMEM16A act,RGS4 block
COc1ccc(NC(=O)CSc2nc(C(C)C)nc3c2c(=O)n(C)c(=O)n3C)c(OC)c1,i,i,i,1.2,-4.7,i,nt,i,i,i,i
Clc1ccccc1CN(Cc1ccccc1)C(c1cccs1)c1nnnn1C1CCCC1 (configuration not stated),i,i,i,-2.2,-3.7,i,2.5,i,i,i,i
O=C(N/C(=C\c1ccco1)C(=O)N1CCOCC1)c1ccccc1Cl,i,i,i,2.7,-4.2,i,2.8,i,i,i,i
CC(=O)C1=C(O)C(=O)N(c2ccc(O)cc2)C1c1ccccc1Cl (configuration not stated),i,i,i,1.4,-12.1,i,3.2,i,i,i,i
Cc1ccc2c(=O)c(CN3CCCCCC3)c(C)[nH]c2c1C,i,i,i,-0.7,-8.5,i,-0.9,i,i,i,i
Cc1cc(=O)oc2cc(OC(C)C(=O)NCCCn3ccnc3)ccc12 (configuration not stated),i,i,i,-2.4,-6.7,i,-6.8,i,i,i,i
C[C@H](NC(=O)C1CCN(C(=O)[C@H](Cc2ccccc2)NC(=O)OC(C)(C)C)CC1)C(=O)O,i,i,i,-1.4,-3.9,i,2.2,i,i,i,i
Nc1ccc(Oc2ccccc2F)nc1,i,i,i,3.9,-9.7,i,-0.6,i,i,i,i
Cn1ncc([N+](=O)[O-])c1C(=O)Nc1ccccc1C(=O)O,i,i,i,4.6,-2.3,i,5.6,i,i,i,i

# Whole records, quoted from the list. Values in the order: KCNQ1 inh, KCNK9 inh, KCNK3 block, SKKanGAS inh, hERG protect, KCNQ1 act, HDAC3 inh, RGS4 pot, TMEM16A inh, TMEM16A act, RGS4 block
# `Cc1cc(=O)oc2cc(OC(C)C(=O)NCCCn3ccnc3)ccc12` (configuration not stated) is entered as i, i, i, -2.4, -6.7, i, -6.8, i, i, i, i
# `O=C(N/C(=C\c1ccco1)C(=O)N1CCOCC1)c1ccccc1Cl` is entered as i, i, i, 2.7, -4.2, i, 2.8, i, i, i, i
# `C[C@H](NC(=O)C1CCN(C(=O)[C@H](Cc2ccccc2)NC(=O)OC(C)(C)C)CC1)C(=O)O` is entered as i, i, i, -1.4, -3.9, i, 2.2, i, i, i, i
# `Clc1ccccc1CN(Cc1ccccc1)C(c1cccs1)c1nnnn1C1CCCC1` (configuration not stated) is entered as i, i, i, -2.2, -3.7, i, 2.5, i, i, i, i
